STAT3 blocker: reduces IL-6 driven STAT3 reporter signal; inhibition, % at 5.5 µM; AID 862; U3A cells, IL-6 STAT3-luciferase reporter, luminescence; host cell line lacks STAT1; 190,000 compounds, 0.89% hits;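 active means inhibition above the mean inhibition across all screened compounds plus 3 SD, cut at about 44% in these data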;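 further: 0% = DMSO only wells and 100% = 100 µM nifuroxazide control wells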
APP 5'UTR act: activates APP 5'UTR luciferase reporter; SH-SY5Y APP 5'UTR luciferase reporter, luminescence; zero percent = DMSO vehicle wells; activation, % at 2 µM; 190,000 compounds, 1% hits;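 active means activation above a set limit, based on mean plus 3 SD of controls, cut at about 140% in these data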; further: values of inactives mirror those of a sister screen read the other way
STAT3 activator: STAT3 signaling activation; activation (% of control), % at 5.6 µM; U3A cells, IL-6 STAT3-luciferase reporter, luminescence; 100% = signal with IL-6 EC80 alone; 190,000 compounds, 0.91% hits;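 active means activation above the screen-wide mean of compound activation plus 3 SD, cut at about 130% in these data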;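 further: 0% = background luminescence of wells with medium and substrate only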
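Material: human U3A cells carrying STAT3-luciferase construct. Measured by: reporter luminescence signal. Timing: compound 1 h, then IL-6 6 h at 37 °C.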
ROMK mod: human ROMK K+ channel modulation, primary screen; B-score at 10 µM; Tet-inducible ROMK, thallium flux fluorescence; actives lie on both sides; 130,000 compounds, 2% hits;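 active means signal ratio slope over the read window, or its plate-corrected B-score, at least 3 SD from the plate mean, either direction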;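 further: B-score of the F/F0 ratio slope over 7 to 12 s after thallium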
Target sequence (P48048 whole entry, looked up): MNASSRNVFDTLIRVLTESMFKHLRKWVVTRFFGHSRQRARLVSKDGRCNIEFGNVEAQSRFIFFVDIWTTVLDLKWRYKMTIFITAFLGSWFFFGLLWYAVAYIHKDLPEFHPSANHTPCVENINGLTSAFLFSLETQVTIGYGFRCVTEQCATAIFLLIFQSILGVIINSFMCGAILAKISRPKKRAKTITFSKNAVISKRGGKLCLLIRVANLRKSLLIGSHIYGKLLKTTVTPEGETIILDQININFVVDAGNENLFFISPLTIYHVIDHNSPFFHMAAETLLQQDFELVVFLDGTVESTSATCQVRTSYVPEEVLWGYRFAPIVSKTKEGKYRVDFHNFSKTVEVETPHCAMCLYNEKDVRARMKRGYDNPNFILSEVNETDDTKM
FLuc stim CS: firefly luciferase counter-screen for stimulation assays; P08659; ATPlite luciferase biochemical, luminescence, 10 min; 0 = ATP-free wells, 1 = DMSO control; activation factor at 10 µM; 200,000 tested, under 10 active; AID 1027;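 active means luciferase activation factor, scaled between plate controls, of at least 2 with compound at 10 µM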
Target sequence (P08659 whole entry, looked up): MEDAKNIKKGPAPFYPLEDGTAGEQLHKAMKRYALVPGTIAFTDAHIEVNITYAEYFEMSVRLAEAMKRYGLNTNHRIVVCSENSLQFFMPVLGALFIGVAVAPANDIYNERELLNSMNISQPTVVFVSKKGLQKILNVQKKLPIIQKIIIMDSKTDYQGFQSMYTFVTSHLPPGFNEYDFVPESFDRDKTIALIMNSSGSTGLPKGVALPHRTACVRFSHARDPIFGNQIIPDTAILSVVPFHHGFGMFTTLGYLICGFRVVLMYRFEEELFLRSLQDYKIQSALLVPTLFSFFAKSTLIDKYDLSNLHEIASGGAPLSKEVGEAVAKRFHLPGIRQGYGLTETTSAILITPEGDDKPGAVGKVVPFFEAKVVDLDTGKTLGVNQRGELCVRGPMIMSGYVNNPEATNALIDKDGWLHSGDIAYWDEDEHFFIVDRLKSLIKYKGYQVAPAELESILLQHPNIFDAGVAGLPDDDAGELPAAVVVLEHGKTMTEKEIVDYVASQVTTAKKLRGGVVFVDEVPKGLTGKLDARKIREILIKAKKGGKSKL
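System: Luciferase/luciferin detection reagent, cell-free biochemical luciferase assay | Medium: PBS buffer for ATP | Dosing: Test compounds dosed from 2 mM stocks in 100% DMSO | Timing: 10 min at ambient temperature | Signal: Luminescence measurement of luciferase light output | Evaluation: Luciferase activation, seen as luminescence increase over controls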
APP 5UTR inh: APP translation inhibition. SH-SY5Y APP 5'UTR-luciferase reporter, luminescence. inhibition, % at 2 µM. 190,000 compounds, 0.82% hits. AID 1285;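 active means inhibition above a set limit, derived from the sample mean plus 3 SD, cut at about 45% in these data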; further: values of inactives mirror those of a sister screen read the other way
FLuc inhib CS: Photinus pyralis luciferase inhibition counter-screen; P08659; ATPLite firefly luciferase biochemical luminescence, 10 min; inhibition, % at 10 µM; 200,000 compounds, 1.5% hits; AID 1006;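 active means inhibition above about 50% when tested at 10 µM, limit read from the data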
NF-kB neuron act: NF-kB expression increase, human neuronal cells | NF-kB reporter expression; active compounds read high | fold change at 12.5 µM | 190,000 compounds, 1.6% hits; in the data active means fold change above about 3.3
STAT1 activator: increases IFN-gamma driven STAT1 reporter signal | 200,000 compounds, 2.6% hits | activation (% of control), % at 5.5 µM | AID 932 | NIH 3T3 STAT1-luciferase reporter, luminescence; 100% = IFN-gamma alone, no compound;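 active means activation above the screen-wide mean activation plus 3 SD, cut at about 130% in these data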;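 further: raw ratio to IFN-gamma control signal so 100% means no change and 0% no light; values of inactives mirror those of a sister screen read the other way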
STAT1 blocker: STAT1 signaling inhibition. NIH 3T3 STAT1-luciferase reporter, IFN-gamma, luminescence. inhibition, % at 5.5 µM. 200,000 compounds, 0.35% hits;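 active means inhibition above a set limit, the mean inhibition across all tested compounds plus 3 SD, cut at about 34% in these data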;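 further: 0% = IFN-gamma with DMSO and 100% = IFN-gamma with 300 µM nifuroxazide; values of inactives mirror those of a sister screen read the other way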
The depositor's hits bear a star; . = no result given.

canonical_smiles,STAT3 blocker,APP 5'UTR act,STAT3 activator,ROMK mod,FLuc stim CS,APP 5UTR inh,FLuc inhib CS,NF-kB neuron act,STAT1 activator,STAT1 blocker
CC(C)=CCc1c(O)ccc(C(=O)Cc2ccccc2)c1O,-5,0,104,0.11,1,0,-3,0.93,106,-7
CCCn1cc2c(c1-c1ccc(C)cc1)c(=O)n(C)c(=O)n2C,-1,8,106,-1.3,1.1,-8,-6,1.2,97,3
COc1ccc2occ(NC(C)=O)c2c1,8,2,100,-0.62,1.1,-2,-5,1.2,94,7
COc1ccc(-c2nc(C#N)c(NCc3ccccc3Cl)o2)cc1,18,0,86,.,1,0,2,1.3,96,-1
COc1ccc(-c2cc(C(=O)NC(C)C)no2)cc1,10,106,92,1.2,0.7,-106,31,3.7*,144*,-43
Cc1cc(C)nc(SCC(CSc2nc(C)cc(C)n2)C(=O)O)n1,4,-1,100,.,1,1,-2,0.99,101,-3
CCN(CC)c1ccc2cc(C(N)=O)/c(=N\NC(=O)c3ccncc3)oc2c1,6,36,100,.,0.8,-36,18,0.45,113,-16
COc1cccc(CNC(=O)CSc2ccc(-c3cccs3)nn2)c1,15,7,94,0.18,1.1,-8,-5,1.2,96,4

Following part
canonical_smiles,STAT3 blocker,APP 5'UTR act,STAT3 activator,ROMK mod,FLuc stim CS,APP 5UTR inh,FLuc inhib CS,NF-kB neuron act,STAT1 activator,STAT1 blocker
C=CCC(C=C)[N+]1(CC(=O)OC)CCCCC1 (configuration not stated),6,8,103,0.0028,1,-8,-4,1.1,105,-7
O=C(Nc1ccc(F)cc1F)c1ccco1,10,7,93,.,1,-7,-5,1.1,108,-9
CC(O)C1CCC2C3CC[C@H]4CC(O)CCC4(C)C3CC3(OCCO3)C12C (some centres not stated),9,-2,95,-0.05,1,2,-2,1.2,101,-1
O=C(c1ccco1)c1cn(CC(=O)N2CCCCCC2)c2ccccc12,-5,4,104,.,1,-4,2,0.99,94,7
Cc1ccc(-n2c(Cc3cccs3)nnc2SCC(N)=O)cc1,7,.,100,0.57,1.1,.,-8,1,96,5
CCCP(=O)(CCC)CCP(=O)(c1ccccc1)c1ccccc1,1,18,101,.,1,-18,-1,1.3,97,3
CCOC(=O)c1sc(NC(=O)CSc2nnc(C)s2)c(C(=O)OCC)c1C,3,0,101,.,1.1,0,-10,0.7,106,-6
CC(=O)Nc1ccc(/C=N/NC(=O)c2cccs2)cc1,6,16,98,-0.17,0.6,-16,42,3.5*,136*,-42

3 records picked at random from those above:
canonical_smiles,STAT3 blocker,APP 5'UTR act,STAT3 activator,ROMK mod,FLuc stim CS,APP 5UTR inh,FLuc inhib CS,NF-kB neuron act,STAT1 activator,STAT1 blocker
C=CCC(C=C)[N+]1(CC(=O)OC)CCCCC1 (configuration not stated),6,8,103,0.0028,1,-8,-4,1.1,105,-7
CCCP(=O)(CCC)CCP(=O)(c1ccccc1)c1ccccc1,1,18,101,.,1,-18,-1,1.3,97,3
Cc1ccc(-n2c(Cc3cccs3)nnc2SCC(N)=O)cc1,7,.,100,0.57,1.1,.,-8,1,96,5

The list goes on.
canonical_smiles,STAT3 blocker,APP 5'UTR act,STAT3 activator,ROMK mod,FLuc stim CS,APP 5UTR inh,FLuc inhib CS,NF-kB neuron act,STAT1 activator,STAT1 blocker
CCN(CC)C(=O)C(C)N(C#N)c1nc(SC)nc(N(C)C)n1 (configuration not stated),2,6,101,.,1.1,-6,-7,1.4,97,-2
CCOC(=O)/C(N=Nc1ccc(Cl)cc1)=C(/O)c1ccc([N+](=O)[O-])cc1,-5,-8,105,0.015,1.1,8,-7,0.98,99,2
CCOc1ccc(S(=O)(=O)NCCC(=O)OC(C)C(=O)N2CCc3ccccc32)cc1 (configuration not stated),31,-14,80,.,1.1,14,-5,0.81,92,8
COc1ccc(NS(=O)(=O)c2cccc(Cl)c2)cc1S(=O)(=O)N1CCCCC1,3,15,99,.,1,-15,2,1.4,95,6
Cc1ccc(Sc2ncccc2COC(=O)Nc2c(C)cccc2C)cc1,10,-7,92,.,1.1,7,-7,0.9,102,-3
O=C(CSc1ncc(-c2ccccc2)n1C1CCCC1)N1CCc2ccccc21,-48,10,141*,-2.7*,1,-10,-5,1,98,2
COCCNC(=O)c1cc(OC)c(OC)cc1[N+](=O)[O-],1,14,106,-0.29,1.1,-14,-9,1.7,103,-4
Cc1onc(-c2c(F)cccc2Cl)c1C(=O)Nc1nc2c(s1)CCCC2,4,7,99,0.043,1,-7,0,1.1,95,5

Later entries
canonical_smiles,STAT3 blocker,APP 5'UTR act,STAT3 activator,ROMK mod,FLuc stim CS,APP 5UTR inh,FLuc inhib CS,NF-kB neuron act,STAT1 activator,STAT1 blocker
NNC(=O)/C=C/c1ccc(Cl)cc1Cl,13,-3,99,2.3*,0.9,3,11,1.2,89,11
Cn1c(=O)c2c(nc(N/N=C/c3ccc(OC(=O)c4ccco4)cc3)n2Cc2ccccc2)n(C)c1=O,8,17,92,1,1,-17,-4,0.43,102,-2
CCn1nnnc1Oc1ccc(Cl)cc1,12,-7,94,.,1.1,7,-8,1,102,-2
CCOC(=O)N1CCN(c2cc(=O)n(-c3ccc(OC)cc3)c(=O)[nH]2)CC1,6,11,98,0.32,1,-11,-5,1.3,99,-1
CCCCNC(=O)c1sc2ncnc(N3CCc4ccccc4C3)c2c1C,4,1,99,.,1.1,-1,-6,0.58,85,16
O=c1[nH]c2ccccc2c(O)c1-c1cc2ccccc2oc1=O,3,-16,102,0.47,1,16,-2,1,101,-1
Cc1ccc(N2CC(C(=O)NCc3ccc(C)n3C)CC2=O)cc1 (configuration not stated),0,5,104,0,1,-5,-2,0.99,95,7
CCOC(=O)C1=C(CNCc2ccccc2Cl)NC(=O)NC1c1cccc([N+](=O)[O-])c1 (configuration not stated),-3,-1,109,-1.4,1.1,1,-6,1.1,112,-15

Next part:
canonical_smiles,STAT3 blocker,APP 5'UTR act,STAT3 activator,ROMK mod,FLuc stim CS,APP 5UTR inh,FLuc inhib CS,NF-kB neuron act,STAT1 activator,STAT1 blocker
Cc1ccc(C)c(C(=O)OCC(=O)Nc2ccc(N3CCOCC3)cc2)c1,7,-14,99,-0.098,1.1,14,-8,1.3,100,-1
CCc1cc2c(=O)c(-c3ccon3)c(N)oc2cc1OC,-7,76,112,.,0.4,-76,59*,2.2,117,-17
CCC(CO)NCCNC(CC)CO (configuration not stated),8,2,96,1.5,1,-2,-3,1.2,94,7
Cc1nc(=O)c(-c2ccccc2)c(C)n1-c1ccc(S(N)(=O)=O)cc1,5,3,97,0.082,1.1,-3,-5,1.2,96,7
CCCOc1c(Cl)cc(C(=O)Nc2ccc3c(c2)OCO3)cc1OCC,9,-13,92,0.89,1,13,0,0.74,102,-2
COc1ccc(Cl)cc1NC(=O)c1ccco1,-10,3,112,.,1.1,-3,-9,1.1,99,2
Oc1ccc(Cl)cc1C=Nc1ccc(Br)cc1,3,-8,108,-0.36,1,8,3,1.2,97,2
CCn1cc(C(=O)NCc2cccnc2)c(=O)c2cc(F)c(N3CCN(C(=O)c4ccco4)CC3)cc21,20,9,88,1.2,1.1,-9,-9,0.39,98,2

Continuation.
canonical_smiles,STAT3 blocker,APP 5'UTR act,STAT3 activator,ROMK mod,FLuc stim CS,APP 5UTR inh,FLuc inhib CS,NF-kB neuron act,STAT1 activator,STAT1 blocker
CN(C)/C=C/C(=O)c1cnc2sccn2c1=O,15,7,91,-0.83,1,-6,-3,1.1,105,-9
CCOC(=O)N/N=C\c1ccc([N+](=O)[O-])s1,4,-29,101,0.15,1,29,-2,0.98,101,-1
O=C(NCc1ccco1)c1cc(-c2ccco2)on1,-1,14,101,0.03,1,-14,2,2,101,-1
C[n+]1cn(/N=C/c2ccccc2)c2ccccc21,-17,-3,120,0.28,1,3,-1,1.2,102,-2
CCCn1nc(C(=O)Nc2nnc(CC)s2)c2ccccc2c1=O,4,-3,100,0.051,1,3,-1,1.1,94,4
Cc1ccc(NC(=S)NCCN2CCOCC2)cc1C,3,37,107,.,1.1,-37,-6,0.88,102,-2
CN1CCCN(Cc2ccc(Cl)cc2Cl)CC1,1,.,99,0.0062,1,.,0,1.1,106,-7
CCN1CCCC1CNC(=O)C1CCCN(S(=O)(=O)c2cccc3nsnc23)C1 (configuration not stated),-2,0,103,-0.62,1,0,-5,1,100,0

Going on with the list:
canonical_smiles,STAT3 blocker,APP 5'UTR act,STAT3 activator,ROMK mod,FLuc stim CS,APP 5UTR inh,FLuc inhib CS,NF-kB neuron act,STAT1 activator,STAT1 blocker
CCC(=O)N(CCC(Cc1ccccc1)c1ccco1)Cc1ccco1 (configuration not stated),-2,14,105,-3.2,1,-14,0,1.1,89,10
COc1ccc(NC(=O)c2c(OC)cccc2OC)c(OC)c1,6,24,96,-0.3,1.1,-24,-6,0.85,102,3
COc1cccc2c(=O)ccoc12,-21,18,117,0.062,0.9,-18,7,1.1,98,2
CCn1c(CSc2nc3ccccc3s2)nnc1SCC(=O)c1ccc(Cl)cc1,-9,.,106,0.69,1.1,.,-6,0.87,93,8
Cc1nc(C)n(CC(=O)N2CCCC(C(=O)c3ccc(Cl)cc3C)C2)n1 (configuration not stated),11,-10,100,1.1,1,10,-5,1,105,-6
CCCc1[nH]nc2c1C(c1ccc(OC)c(Cn3nc(C)c(Br)c3C)c1)C(C#N)=C(N)O2 (configuration not stated),-1,-18,104,.,1,18,-4,1.3,99,1
Cc1csc(C(=O)O)c1-n1cccc1,12,18,93,.,1,-18,-1,1.1,100,0
Cc1cc(C(=O)CN2C(=O)NC3(CCCc4ccccc43)C2=O)c(C)n1Cc1cccs1 (configuration not stated),-8,-5,110,0.76,0.9,4,10,1.3,101,-2
COc1ccc(OCC(O)CN2C(=O)c3ccccc3S2(=O)=O)cc1 (configuration not stated),1,-14,102,-0.0058,1,14,0,1.1,106,-7
CCOC(=O)c1ccc(NC(=O)Cn2cc3c(n2)CCC(C)C3)cc1 (configuration not stated),3,10,102,.,1,-10,-4,1,98,3
COc1ccc(NC2=NCC(Cc3ccc(Br)cc3)S2)cc1 (configuration not stated),11,-13,92,-1.1,1,13,-1,0.74,98,1

Rows were taken by chance; any-hit rate near 7.1%.
